NSD2 inh = NSD2 (human) methyltransferase inhibition; AID 743445; actives 0.54% (n = 310,000); inhibition, % at 12.5 µM; NSD2 peptide methylation, AlphaScreen, 120 min; in the data active = inhibition above about 50%
Target sequence (O96028 whole entry, looked up): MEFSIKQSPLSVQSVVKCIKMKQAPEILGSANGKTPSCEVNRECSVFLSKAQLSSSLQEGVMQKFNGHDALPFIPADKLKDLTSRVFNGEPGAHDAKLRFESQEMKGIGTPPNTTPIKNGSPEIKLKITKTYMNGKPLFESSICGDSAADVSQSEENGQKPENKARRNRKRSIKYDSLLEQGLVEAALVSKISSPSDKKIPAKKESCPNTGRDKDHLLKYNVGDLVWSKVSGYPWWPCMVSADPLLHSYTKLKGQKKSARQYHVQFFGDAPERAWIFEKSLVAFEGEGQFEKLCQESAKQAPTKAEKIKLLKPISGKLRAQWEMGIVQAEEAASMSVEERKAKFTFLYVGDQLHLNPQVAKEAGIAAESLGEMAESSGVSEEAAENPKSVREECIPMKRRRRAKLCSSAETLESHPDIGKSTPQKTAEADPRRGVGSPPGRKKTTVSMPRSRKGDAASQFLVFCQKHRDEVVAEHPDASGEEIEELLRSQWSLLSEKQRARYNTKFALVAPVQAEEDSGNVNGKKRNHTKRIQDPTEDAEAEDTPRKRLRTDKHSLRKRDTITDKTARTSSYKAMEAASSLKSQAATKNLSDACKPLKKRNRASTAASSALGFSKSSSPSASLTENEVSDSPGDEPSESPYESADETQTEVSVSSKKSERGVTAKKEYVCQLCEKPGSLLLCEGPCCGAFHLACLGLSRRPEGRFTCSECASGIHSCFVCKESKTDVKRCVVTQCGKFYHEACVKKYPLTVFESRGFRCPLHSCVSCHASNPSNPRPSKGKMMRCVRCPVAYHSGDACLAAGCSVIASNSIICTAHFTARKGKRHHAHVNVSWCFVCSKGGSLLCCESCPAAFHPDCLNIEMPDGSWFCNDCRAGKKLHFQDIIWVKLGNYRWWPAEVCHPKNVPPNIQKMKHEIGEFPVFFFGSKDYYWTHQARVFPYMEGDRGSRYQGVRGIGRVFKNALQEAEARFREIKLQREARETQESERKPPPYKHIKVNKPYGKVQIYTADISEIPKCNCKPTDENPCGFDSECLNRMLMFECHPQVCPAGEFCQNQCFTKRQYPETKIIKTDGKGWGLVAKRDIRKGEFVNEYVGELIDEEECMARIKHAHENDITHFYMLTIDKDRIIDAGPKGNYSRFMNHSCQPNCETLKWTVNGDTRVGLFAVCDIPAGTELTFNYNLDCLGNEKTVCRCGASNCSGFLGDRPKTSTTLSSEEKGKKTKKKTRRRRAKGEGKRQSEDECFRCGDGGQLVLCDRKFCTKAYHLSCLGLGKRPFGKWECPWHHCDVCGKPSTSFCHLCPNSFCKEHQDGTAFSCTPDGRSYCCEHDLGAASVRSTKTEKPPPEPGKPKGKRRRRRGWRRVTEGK
CAL PDZ FP-1 = blocks peptide binding to human CAL PDZ domain | AID 504414 | Q9HD26 | inhibition, % at 20 µM | purified CAL PDZ, TMR-peptide fluorescence polarization, 1 h | actives 0.02% (n = 330,000);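 active = highest replicate inhibition of at least 40%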;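 also: plate controls were DMSO neutral control wells for no effect and unlabeled competitor peptide control wells for full effect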
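Read-out basis: mP drop reported as inhibition | Assay system: Tagged CAL PDZ protein CerCALP, purified | Benchmarks: Unlabelled peptide for full inhibition, DMSO wells as neutral | Schedule: 1 h incubation at room temperature before polarization reading | Buffer or medium: Sodium phosphate/NaCl buffer pH 7.4 with TCEP, IgG, Thesit | Doses: Single point, 20 µM | Measured by: Fluorescence polarization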
CAL PDZ FP-2 = inhibitors of human CAL PDZ peptide binding; Q9HD26; purified CAL PDZ, TMR-peptide fluorescence polarization, 1 h; inhibition, % at 24.9 µM; actives 0.92% (n = 300,000); AID 602252;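 active = mean inhibition of at least 30% with at least half of replicates also reaching 30%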;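 also: 0% = DMSO neutral control and 100% = excess unlabeled competitor peptide PRC23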
Keap1 Nrf2 FP = inhibitors of human Keap1-Nrf2 protein-protein interaction; Keap1 Kelch-Nrf2 peptide fluorescence polarization, 1536-well; inhibition, % at 9.4 µM; AID 504523; actives 0.15% (n = 340,000); Q14145; in the data active = inhibition above about 12%;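 also: human Keap1 Kelch domain with fluorescein labeled Nrf2 9mer peptide probe; 0% = neutral control wells and 100% = peptide positive control; higher means more block of Keap1 binding to Nrf2 peptide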
RTF Ca sens inh = cardiac RTF calcium desensitization; IANBD-labeled cardiac RTF, Ca2+ fluorescence; inhibition, % at 7.15 µM; actives 0.12% (n = 340,000); P19429+P45379;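 active = inhibition above the mean inhibition of all tested compounds plus 3 SD, cut at about 17% in these data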;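 also: assay run at fixed EC70 calcium of 1.6 mM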
DAGLB inhibitor = blocks human DAGLB lipase activity. Q8NCG7. actives 0.059% (n = 340,000). HEK293T DAGLB membrane lysate, EnzChek fluorogenic substrate. AID 504411. inhibition, % at 5.17 µM; in the data active = inhibition above about 34%;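 also: 0% = enzyme with vehicle and 100% = wells lacking enzyme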
LANA DNA inh = KSHV C-LANA DNA binding inhibition; MBP-C-LANA/FAM-LBS DNA binding, fluorescence polarization; inhibition, % at 9 µM; actives 0.078% (n = 340,000);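 active = highest replicate inhibition at or above 60% at 9 µM, even if other replicates fall short; inactive = all replicates below 60% inhibition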;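 also: 0% = neutral control wells and 100% = 4 µM acridine orange control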
Arr AP2 block = blocks beta-arrestin peptide binding to AP2 adaptin; FITC-arrestin peptide / GST-AP2 beads, flow cytometry; AP2 beta2 appendage carries R879A mutation; actives 0.31% (n = 340,000); inhibition, % at 10 µM; AID 504490;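 active = inhibition above a set limit, near 3 SD of compounds lacking own fluorescence, cut at about 54% in these data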;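 also: plate controls were DMSO wells for no effect and 5 µM unlabelled arrestin peptide for full effect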
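System: GST-AP2 R879A bound to glutathione beads, E. coli-expressed. Also added: 50 nM FITC-arrestin peptide. Schedule: compound with beads 12 min RT, then probe 1 h RT. Signal: bead flow cytometry, FITC channel. Read-out basis: percent response.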
DSG3 Ab inh = inhibitors of pemphigus antibody binding to human desmoglein-3 | P32926 | DSG3-coupled beads, scFv-anti-DSG3-GFP binding, flow cytometry; hits give low values | binding (percent of control), % at 10 µM | actives 0.48% (n = 310,000);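 active = binding more than 3 SD below its plate's average and above zero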;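 also: hits lower antibody fragment binding to DSG3; some compounds called inactive have numbers as strong as hits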
V-ATPase pHluor = regulators of yeast V-ATPase proton transport. S. cerevisiae, pHLuorin cytosolic pH fluorescence. response, % at 10 µM. actives 0.37% (n = 350,000). AID 504577; in the data active = response mostly above about 7.3%, no sharp cut-off; inactive = mostly below about 5.4%; also: actives read high; inactives centre near 0; some compounds called inactive have numbers as strong as hits
* hit, by the source's call; · = not tested or not shown.

SMILES	NSD2 inh	CAL PDZ FP-1	CAL PDZ FP-2	Keap1 Nrf2 FP	RTF Ca sens inh	DAGLB inhibitor	LANA DNA inh	Arr AP2 block	DSG3 Ab inh	V-ATPase pHluor
COc1ccc(NC(=S)N(CCc2c(C)[nH]c3ccccc23)Cc2cccnc2)cc1	·	-1.7	·	2	-12	0	-0.3	11	97	0
Cc1ccc(S(=O)(=O)N2CCN(c3cnn(-c4ccccc4)c(=O)c3Cl)CC2)cc1	-3	-0.7	-1	-7	-4	3	0.2	-7	111	-2
CCOC(=O)c1c(NC(=O)c2cccs2)sc(C)c1C	1	-0.6	1	-2	-14	0	-0.7	21	107	-87
O=C(NCCCO)C(=O)NCC(c1ccc2c(c1)OCO2)N1CCN(c2ccc(F)cc2)CC1 (configuration not stated)	0	-1.9	0	0	7	0	-0.3	-18	·	6
Cc1cccc(C=Nc2ccccc2C(N)=O)c1	2	-1.9	·	-3	8	4	0.4	8	103	5
Cc1cccn2c(CNCC3(c4ccccc4)CCCC3)c(C(=O)N3CCOCC3)nc12	0	0.1	9	3	6	-1	-0.6	36	94	0
O=C(N/N=C\c1cccnc1)c1ccc(Cl)s1	-3	-0.9	-3	2	1	0	1.2	-6	94	-2
COc1ccc(-c2noc(-c3ccccc3C(=O)Nc3cccc(OC)c3)n2)cc1	-2	-1.7	6	-2	-8	-5	2.0	-4	·	-4
O=C(CNC(=S)N(Cc1ccccc1)Cc1cccnc1)NCc1ccccc1	-3	-2.6	-2	3	-1	2	0.5	4	129	5
O=C(O)C(Cc1ccc(O)cc1)N1C(=O)C2CCCCC2C1=O (configuration not stated)	2	-0.1	1	2	-6	1	-0.6	23	87	2
COc1ccc2c(c1)C(=O)/C(=C/C=C/c1ccccc1)CC2	1	-4.8	-6	0	8	-12	-0.7	14	91	4
CCc1ccccc1NC(=O)Cn1nc(C)n2cccc2c1=O	-2	-5.6	-13	1	-14	2	0.6	49	131	2
CCC1(CC)C(=O)N=C2c3ccccc3C(=O)N21	0	·	-8	-2	6	-1	-0.1	0	·	2
Nc1ncnc2nc(N3CCN(C(=O)c4ccccc4)CC3)[nH]c12	-5	-1.0	-2	-2	-5	-2	-0.9	5	103	2
COc1cccc(C(=O)NCC(=O)N2CCC3(CC2)NCCc2[nH]cnc23)c1OC	-2	0.4	0	0	-8	3	-1.6	40	·	1
CN1CCN(C(=O)c2ccc(OCCOc3ccccc3)cc2)CC1	·	0.0	-1	7	-6	0	-2.7	-14	95	-3
COc1ccc(S(=O)(=O)NCc2ccc(C)cc2)cc1	-1	0.0	0	6	-4	-3	-1.6	-4	99	-2
Cc1ccc(-c2cc(C(=O)OCC(=O)N(C)c3c(N)n(Cc4ccccc4)c(=O)[nH]c3=O)c3ccccc3n2)o1	4	-1.7	0	0	-4	3	-0.8	-2	95	-1
Nc1nc(SCC(=O)N2CCCC2)[nH]c(=O)c1NC(=O)c1cccs1	-1	-0.7	7	-3	0	-1	1.7	32	102	1
O=C1COc2ccc(C(=O)COC(=O)CCOc3ccccc3)cc2N1	-2	0.3	1	-10	1	-1	0.1	12	·	2

Single entries from the list.
In DAGLB inhibitor, `CCc1ccccc1NC(=O)Cn1nc(C)n2cccc2c1=O` is listed with 2
In CAL PDZ FP-1, `COc1ccc(NC(=S)N(CCc2c(C)[nH]c3ccccc23)Cc2cccnc2)cc1` is listed with -1.7

Going on with the list.
SMILES	NSD2 inh	CAL PDZ FP-1	CAL PDZ FP-2	Keap1 Nrf2 FP	RTF Ca sens inh	DAGLB inhibitor	LANA DNA inh	Arr AP2 block	DSG3 Ab inh	V-ATPase pHluor
CC(C)(C)NC(=O)c1nc2ccccc2s1	-1	0.3	-1	0	8	-7	-0.3	1	·	0
Cc1noc(C(=O)N2CC3(C)CC2CC(C)(C)C3)c1Cl (configuration not stated)	·	0.2	·	-1	-7	-4	1.8	17	100	4
CCCC/C(O)=C1\C(=O)CC(C)(C)CC1=Nc1ccc(N)cc1	2	-0.3	-7	-3	3	-1	-0.4	4	93	-1
CCN(C(=O)COC(=O)CCCOc1ccc(Cl)cc1C)c1c(N)n(Cc2ccccc2)c(=O)[nH]c1=O	1	-0.9	-3	6	-7	-10	-0.6	5	118	5
CC1(C)CC[C@]2(C(=O)O[C@@H]3O[C@H](CO)[C@@H](O)[C@H](O)[C@H]3O)CC[C@]3(C)C(=CCC4[C@@]5(C)CC[C@H](O[C@@H]6O[C@H](C(=O)O)[C@@H](O[C@H]7OC[C@@H](O)[C@@H](O)[C@@H]7O)[C@H](O)[C@H]6O)C(C)(C)C5CC[C@]43C)[C@@H]2C1 (some centres not stated)	·	-2.6	-8	-2	3	2	-0.2	-1	98	1
CCCCN(C)CCNC(=O)CN1C(=O)CSc2ccc(S(=O)(=O)N3CCCC3)cc21	23	-1.1	-1	2	3	0	-1.0	-9	100	-8
CC1=C(C(=O)N2CCOCC2)C(c2cc(C)ccc2C)NC(=S)N1 (configuration not stated)	-3	-0.3	-2	0	-3	0	-2.3	-8	97	0
O=C(NC1CC2CCCC(C1)N2C(=S)NCCc1ccccc1)C1CC1 (configuration not stated)	-2	-2.6	-4	4	0	2	0.5	56*	101	0
Cc1ccc(-c2ccc(=O)n(CC(=O)NCCCN3CCCCC3C)n2)cc1 (configuration not stated)	-1	-2.4	1	-1	0	0	-1.3	0	104	2
COc1ccccc1NC(=O)Cn1cc(C#N)c2ccccc21	-1	0.3	·	-3	-6	-1	-0.1	4	99	1
CCCC1OC23CCCCC2C(C#N)(C#N)C1(C#N)C(=N)O3 (configuration not stated)	-5	-0.6	·	21*	-37	1	43	5	121	-1
CCc1c(C)nc(N2CCN(c3ccc(OC)cc3)CC2)[nH]c1=O	-1	0.5	·	-3	-8	1	-0.8	-7	111	-1
Cc1ccc(OCCC(=O)N2CCN(c3ccc(O)cc3)CC2)cc1	2	-1.7	-2	1	-7	-2	-0.1	41	96	-5
CN(C)C(=O)COc1ccc2cc(-c3ccccc3)c(=O)oc2c1	-3	-1.0	-2	-5	-1	-1	1.3	-3	102	6
COc1ccc(SN=C2C(C)=CC(=O)C=C2C)cc1	-4	0.0	0	1	9	-2	1.9	37	95	2
COc1ccc(-c2n[nH]c(C)c2-c2ccc(Cl)cc2)c(O)c1OC	-1	·	0	-1	9	3	0.5	6	115	-4
C[C@@H]1CN(Cc2nc(-c3cccs3)no2)C[C@H](C)O1	·	-1.9	5	-4	-7	-5	1.4	24	99	4
CC(C)C[C@@H](CO)N1CCN(Cc2cccc(C#N)c2)CCC1=O	·	0.1	0	-7	9	0	-0.3	-1	104	3
COc1cc(/C=C2/C(=O)c3cccc([N+](=O)[O-])c3C2=O)c(Br)cc1O	55*	-2.4	-3	3	-4	18	0.8	36	119	2
COc1ccc(CN2CC[C@H]3C=CC[C@@H](C(=O)NCCc4ccccc4)[C@H]3C2=O)cc1OC	·	1.6	-1	-5	2	1	1.9	2	105	3

Given with values under each structure: 2 of the compounds above
Each structure is followed by: NSD2 inh	CAL PDZ FP-1	CAL PDZ FP-2	Keap1 Nrf2 FP	RTF Ca sens inh	DAGLB inhibitor	LANA DNA inh	Arr AP2 block	DSG3 Ab inh	V-ATPase pHluor
O=C(NC1CC2CCCC(C1)N2C(=S)NCCc1ccccc1)C1CC1 (configuration not stated)
    -2	-2.6	-4	4	0	2	0.5	56*	101	0
COc1ccc(-c2n[nH]c(C)c2-c2ccc(Cl)cc2)c(O)c1OC
    -1	·	0	-1	9	3	0.5	6	115	-4

More compounds follow.
SMILES	NSD2 inh	CAL PDZ FP-1	CAL PDZ FP-2	Keap1 Nrf2 FP	RTF Ca sens inh	DAGLB inhibitor	LANA DNA inh	Arr AP2 block	DSG3 Ab inh	V-ATPase pHluor
COc1cccc(/C(O)=C2/C(=O)C(=O)N(CCN3CCOCC3)C2c2cccnc2)c1 (configuration not stated)	-3	0.5	-1	-2	4	-1	-1.2	2	81	0
CC(=O)Nc1cccc(-c2csc(Nc3ccccn3)n2)c1	1	0.7	0	0	-1	-1	-0.9	-10	70*	-3
Cc1cc(NC(=O)CCCS(=O)(=O)c2nc(-c3cccs3)cc(C(F)(F)F)n2)no1	-2	-1.9	-1	-3	1	-3	0.1	7	75	-5
COc1cccc(CN(C)CC(=O)NCc2ccc(C)cc2)c1	-2	-0.8	-3	-4	-1	-6	1.3	9	99	-1
O=C(O)C1C2CC3C(OC(=O)C31)C2Cl (configuration not stated)	-2	-0.2	-2	-1	-5	0	-0.5	-4	96	-1
CCOC(=O)N1CCN(C(=O)CSc2ccc(-c3cccc(OC)c3)nn2)CC1	-2	-4.2	2	0	-15	2	0.5	-54	102	8
O=C(CCNC(=O)c1ccco1)NNC(=O)c1ccc(Br)cc1	7	-2.3	-5	-3	-3	1	0.6	2	93	0
COCCCN1C(=O)C(=O)/C(=C(/O)c2ccc(S(=O)(=O)N3CCOCC3)cc2)C1c1ccc(Cl)cc1 (configuration not stated)	8	-2.6	0	-2	-6	0	0.9	39	86	-5
COc1cccc(-c2noc(CCCC(=O)Nc3ccc(C(N)=O)cc3)n2)c1	-9	-1.4	-2	-3	-19	0	-0.3	8	101	17*
Cc1ccc(S(=O)(=O)N[C@H](C(=O)N2CCC3(O)CCCCC3C2)c2ccccc2)cc1 (some centres not stated)	-2	0.1	-2	3	-2	3	0.9	0	96	1
O=C(Nc1cccc2ncccc12)c1cccnc1	-2	0.0	0	-4	-5	3	-0.2	-1	94	7
O=c1c2ccc([N+](=O)[O-])cc2ncn1CCOc1cccc(Br)c1	-2	0.0	-3	-2	2	-11	-0.5	-17	120	-1
O=C1c2ccccc2S(=O)(=O)N1Cc1cc(=O)n2ccsc2n1	5	-4.3	-4	-2	-6	-2	0.6	8	102	-2
CCC1(c2ccccc2)NC(=O)N(CC(=O)NNC(=O)c2ccc(F)cc2)C1=O (configuration not stated)	1	-0.6	3	-3	-12	-2	-0.4	-6	100	-4
Cc1ccc(S(=O)(=O)NCCCN2CCOCC2)cc1C	9	0.2	-6	-2	-5	-4	-0.9	-2	92	-4
CC(=O)c1ccccc1NC(=O)CC1(CC(=O)O)CCCCC1	-4	4.4	-2	1	-2	1	2.8	54	105	2
CCN1C(=NCCc2ccccn2)N[C@@H](c2cccc(F)c2)C(C(=O)OC)=C1C	·	-0.9	-12	-2	-8	0	1.9	-5	105	-2
O=C(NCc1ccccc1Cl)c1ccc(Br)o1	3	-0.4	-2	-4	-3	0	-1.9	8	105	4
CCCn1c(SCC(=O)Nc2nnc(-c3ccccc3)s2)nnc1-c1ccccn1	0	-1.0	-3	-1	6	7	-2.0	2	113	5
Cc1ccc(-c2nn[nH]n2)cc1Cl	-2	-2.3	4	-4	-6	3	0.6	14	93	0
CN1CCN(CCNC(=O)c2cc3c(=O)n(C)c4ccccc4c3n2C)CC1	·	-0.2	·	-2	-1	-1	-4.6	19	110	-2
Cc1cc(N2C(=O)NC(=O)CC2C)c(C)cc1C(C)C (configuration not stated)	-2	-1.3	-4	2	-5	1	0.3	4	129	-1
CCN(CC)S(=O)(=O)c1ccc(N2CCN(c3cccc(OC)c3)CC2)c([N+](=O)[O-])c1	-1	0.1	-3	-3	14	1	-1.5	35	95	-3

Screens deposited in PubChem BioAssay by several laboratories.

Only part of the results is shown (hit frequency here may not be typical).
